M. tuberculosis: growth inhibition of non-replicating M. tuberculosis (AID 488890); Mycobacterium tuberculosis non-replicating, growth inhibition; higher % means a stronger effect; 0.39% of 320,000 active; inhibition, % at 25 µM, or IC50 in µM where a hit was titrated; in the data active = a potency from the dose series; inconclusive = inhibition mostly from about 82% at the one dose, without a potency; inactive = the rest, 99 in 100 with inhibition below about 76%;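 also: plate controls were DMSO cells for no effect and high antibiotic wells for full effect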
VEEV TC-83 Vero: inhibitors of VEEV TC-83 cytopathic effect, confirmation, Vero cells (AID 588727); inhibition, % at 20 µM, or IC50 in µM where a hit was titrated; 0.13% of 350,000 active; Vero cells, VEEV TC-83 cytopathic effect inhibition; higher % means a stronger effect; in the data active = a potency from the dose series; inconclusive = inhibition mostly from about 14% at the one dose, without a potency; inactive = the rest, 99 in 100 with inhibition below about 12%; also: strong numbers were not always called active
influenza NS1A: H1N1 influenza NS1A inhibitors, functional cell based assay (AID 504329). 0.3% of 340,000 active. NS1A functional cell-based assay, percent inhibition; higher % means a stronger effect. one-dose inhibition, % at 12.5 µM; IC50 in µM for titrated hits; in the data active = a potency from the dose series; inconclusive = inhibition above about 27% without an active follow-up result; also: strong numbers were not always called active
M. tuberculosis HTS: M. tuberculosis growth inhibition, HTS (AID 449762); M. tuberculosis H37Rv growth inhibition, 7H9 media; higher % means a stronger effect; one-dose inhibition, % at 25 µM; IC50 in µM for titrated hits; 0.59% of 330,000 active; in the data active = a potency from the dose series; inconclusive = inhibition above about 70% without an active follow-up result;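 also: bacterial growth assessed after seven days of incubation; strong numbers were not always called active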
PhoP GFP inhibition: PhoP regulon inhibitors, Salmonella typhi PhoP promoter GFP reporter, confirmatory (AID 1850) | Salmonella Typhi PhoP-promoter GFP reporter, fluorescence, 4 h; higher % means a stronger effect | one-dose inhibition, % at 50 µM; IC50 in µM for titrated hits | 0.33% of 310,000 active; in the data active = a potency from the dose series; inconclusive = inhibition mostly from about 25% at the one dose, without a potency; inactive = the rest, 99 in 100 with inhibition below about 19%;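 also: 0% = induced wells with vehicle and 100% = uninduced wells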
VEEV TC-83 Vero 10K pilot screen: recorded beside VEEV TC-83 Vero, whose call it bears; inhibition, %; measured here: 10K pilot screen inhibition
Starred values were filed as active, the others as inactive; i = inactive; ? = inconclusive; . = not tested or not shown.

SMILES	M. tuberculosis	VEEV TC-83 Vero	influenza NS1A	M. tuberculosis HTS	PhoP GFP inhibition	others
Cc1ccc(F)c(NC(=O)c2cncn2-c2ccccc2)c1	-3%	0.6%	5%	4%	6%
CCCN(CCC)c1nc(N(CCC)CCC)[nH]c(=O)n1	8%	0.1%	6%	-2%	5%	VEEV TC-83 Vero 10K pilot screen=0.4
CCOc1ccc(OCC)c(NC(=O)C2C3C=CC(O3)C2C(=O)NCc2ccco2)c1 (stereo unspecified)	23%	1.0%	2%	-2%	17%
O=C(CSc1ccc2nnc(CCNC(=O)c3ccc(F)cc3)n2n1)NCC1CCCO1 (stereo unspecified)	-7%	1.5%	-8%	-18%	-13%
O=C(O)COc1ccc2c(c1)OCCO2	-6%	0.5%	-4%	5%	2%	VEEV TC-83 Vero 10K pilot screen=0.1
Cc1csc(C(=O)O)c1NC(=O)c1ccc(F)cc1	-8%	1.3%	-4%	-2%	8%
CCOC(=O)c1ccc(NC2c3ncccc3C(=O)N2Cc2ccc(F)cc2)cc1 (stereo unspecified)	25%	i	-6%	-1%	-18%
Cc1ccc(SC(CC(=O)c2ccc(C)cc2)C(=O)O)cc1 (stereo unspecified)	?	1.0%	3%	-4%	-8%
CCOC(=O)C1CCCCN1C(=O)c1oc2c(Cl)cc(C)cc2c1C (stereo unspecified)	17%	i	-5%	-8%	10%
CCNS(=O)(=O)c1cc(-c2nnc(OC)c3ccccc23)ccc1C	4%	6.8%	-4%	-1%	-3%
CCN(CCCNC(=O)C1CCN(S(=O)(=O)c2cnc[nH]2)CC1)c1ccccc1	1%	0.7%	0%	1%	-3%
CCOc1ccc(CNC(=O)C(C)n2nc(C)c3c(C)n(-c4ccccc4)nc3c2=O)cc1 (stereo unspecified)	8%	i	-2%	2%	9%
O=C1NC(=O)N(Cc2ccc(F)cc2)C(=O)/C1=C\c1ccc(N2CCCC2)cc1	25%	0.0%	-18%	2%	4%
CCOC(=O)c1c(NC(=O)c2noc(C)c2[N+](=O)[O-])sc(C(C)=O)c1C	12%	0.2%	-9%	-4%	-2%
Cc1cc(C)c2c(=O)[nH]c(SCC(=O)c3ccc(C(C)C)cc3)nc2n1	-9%	1.0%	-7%	-11%	-1%
CCOC(=O)N1CCC(NC(=O)C2CCN(S(=O)(=O)c3c(C)noc3C)CC2)CC1	2%	0.3%	-2%	8%	3%
O=C(NCc1ccc2c(c1)OCO2)C(=S)N1CCOCC1	-7%	0.2%	-9%	-3%	-5%
CCCCNCc1cc(Br)c(OCC(=O)NCc2ccccc2)c(OC)c1	68%	0.8%	-7%	?	3%
COc1ccc(CN2CCC(n3nccc3NC(=O)C3CCCC3)CC2)c(OC)c1	43%	0.2%	10%	8%	5%
COc1ccc2oc(N)c(C=O)c(=O)c2c1	-3%	0.6%	-3%	0%	3%
CCC(CC)C(=O)Nc1cccc(C(=O)N2CCOCC2)c1	-5%	0.7%	-10%	-6%	-2%
CC(c1ccccc1)n1cc(C(=O)NCCN2CCOCC2)nn1 (stereo unspecified)	-7%	2.6%	5%	-7%	-2%	VEEV TC-83 Vero 10K pilot screen=0.5
Cc1c(Cl)cccc1N1CC(C(=O)Nc2nccs2)CC1=O (stereo unspecified)	-6%	?	7%	-2%	0%
Cc1[nH]c2ccccc2c1N=Nc1cccc(C(=O)O)c1	17%	3.2%	-6%	13%	-6%
C1=C(CCNCc2ccccc2)CCCC1	-5%	1.9%	-1%	-7%	6.4µM*
COc1ccc(OC)c(NC(=O)NCCc2cccc(Cl)c2)c1	1%	0.4%	-2%	-7%	1%
COc1ccc([C@H]2/C=C\CN(S(=O)(=O)c3cccc4cccnc34)[C@@H](C)C(=O)N2Cc2ccc(F)cc2)cc1	1%	2.5%	-26%	-1%	-8%
Cc1c(C#N)sc2nc(-c3ccccc3)nc(N3CCCC3)c12	-9%	0.3%	-18%	-3%	-4%
COc1cccc(NC(=S)N(CCN2CCCCC2)Cc2ccco2)c1	-4%	1.6%	-4%	-9%	7%
O=C1c2ccsc2SCCN1Cc1ccc(Cl)cc1	33%	6.0%	-3%	6%	-3%
COc1ccc(S(=O)(=O)N2CCc3ccccc3C2)cc1OC	-6%	0.2%	0%	2%	2%
O=C(N/N=C/c1ccc(O)cc1)c1cc(C23CC4CC(CC(C4)C2)C3)[nH]n1	33%	2.0%	-8%	-2%	10%
Cc1nc2ccccn2c1-c1csc(Nc2cccc(O)c2)n1	.	9.7%	14%	.	.
COc1cc(C(F)(F)F)c(C(=O)N(C)Cc2cccc(Cl)c2)cn1	18%	i	11%	2%	9%
O=C(NCc1ccccn1)c1ccc(OC2CCN(Cc3ccc(F)cc3F)CC2)cc1	24%	2.0%	-5%	-6%	19%
CN(C(=O)CSc1ncnc2sc3c(c12)CCCC3)C1CCS(=O)(=O)C1 (stereo unspecified)	17%	1.8%	1%	0%	.
COCc1cc(C)nc(OCC(=O)N/N=C/c2cc(C)n(-c3c(C)cccc3C)c2C)c1C#N	47%	3.2%	4%	2%	-13%
Cc1ccc(C(=O)NCCc2nnc3ccc(NCCCN4CCOCC4)nn23)cc1	10%	2.0%	15%	-7%	-10%
CCC(C)NC(=O)NC(=O)CSc1nnc(-c2ccccc2F)n1C1CC1 (stereo unspecified)	3%	0.3%	11%	2%	9%
Nn1c(SCC(=O)N2CCCCCC2)nnc1-c1ccncc1	8%	i	3%	-1%	-11%

Of the compounds above, these have two or more sulfur atoms.
SMILES	M. tuberculosis	VEEV TC-83 Vero	influenza NS1A	M. tuberculosis HTS	PhoP GFP inhibition	others
O=C1c2ccsc2SCCN1Cc1ccc(Cl)cc1	33%	6.0%	-3%	6%	-3%
CN(C(=O)CSc1ncnc2sc3c(c12)CCCC3)C1CCS(=O)(=O)C1 (stereo unspecified)	17%	1.8%	1%	0%	.

(cont.)
SMILES	M. tuberculosis	VEEV TC-83 Vero	influenza NS1A	M. tuberculosis HTS	PhoP GFP inhibition	others
COc1cccc(CNC(=O)c2csc3c2CCCC3)c1	9%	2.5%	-5%	4%	-1%
O=C(CN1C(=O)NC(Cc2ccccc2)C1=O)Nc1ccc(OC(F)F)cc1 (stereo unspecified)	-14%	0.4%	0%	-2%	4%
CN(C)/C=C1\N=C(c2cccnc2Oc2ccc(Cl)cc2)OC1=O	-7%	6.0%	-14%	-1%	2%
CC(Oc1ccc(Cl)cc1)C(=O)N1CCN(C(=O)c2ccco2)CC1 (stereo unspecified)	-14%	2.6%	-10%	7%	.
COc1ccc(S(=O)(=O)N=Nc2c(O)[nH]c3ccccc23)cc1	.	0.6%	2%	-1%	10%
CCOC(=O)c1ccc(NC(=O)CCc2nc(-c3cccc(C)c3)no2)cc1	67%	7.7%	3%	?	-1%
CCN(CC)C(=O)C(=O)c1cccn1-c1ccccc1C#N	-8%	0.8%	-12%	-5%	2%
COc1ccc(C(C)NC(=O)c2ccc(Cl)cc2)cc1OC (stereo unspecified)	38%	i	26%	-10%	-5%
c1ccc2c(NCCc3c[nH]c4ccccc34)c3ccccc3nc2c1	?	i	23%	?	36µM*
COc1ccc(-c2cn3c(C)c(C(=O)Nc4cccc(NC(C)=O)c4)sc3n2)cc1	-3%	i	8%	-21%	2%
CN(C)C(=O)[C@H]1C[C@H]1[C@@H](O)[C@H](CO)NC(=O)[C@H](COCc1ccccc1)NC(=O)OC(C)(C)C	-21%	0.1%	12%	-3%	2%
CCc1noc(C)c1C(=O)N1CCN(S(=O)(=O)c2c(C)cc(C)cc2C)CC1	7%	1.9%	-8%	-10%	.
COc1cccc(CN2CCN(c3nc4nonc4nc3NC3CC3)CC2)c1	9%	0.4%	0%	-4%	-4%
CCCOc1ccc(N2C(=O)CC(SC(=NCC)Nc3cccc(F)c3)C2=O)cc1 (stereo unspecified)	-5%	4.2%	-2%	-5%	-1%
CC(C)C1N(C(=O)N(C)C)CCN1S(=O)(=O)c1ccccc1 (stereo unspecified)	-7%	0.7%	-4%	-4%	-4%
CC(C)CN(C(=O)CC1OC(=O)c2ccccc21)c1c(N)n(Cc2ccccc2)c(=O)[nH]c1=O (stereo unspecified)	6%	3.0%	3%	-4%	-4%
CCOc1ccc(N(CC(=O)Nc2ccccc2)S(C)(=O)=O)cc1	15%	0.5%	10%	-4%	3%
CC(C)C[C@@H](CNCC(=O)[C@H](Cc1ccccc1)NC(=O)c1[nH]cnc1C(=O)N[C@@H](C)CN)NC(=O)c1nc[nH]c1C(=O)N[C@@H](C)C(=O)O	.	i	-10%	.	.
CCOc1ccccc1-c1cc(C(=O)N/N=C/c2ccc(O)c(OC)c2)c2ccccc2n1	10%	>25µM*	6%	3%	-6%
CC(=O)c1ccc(-n2nnnc2SCC(=O)N2CCc3ccccc3C2)cc1	.	2.1%	-6%	.	.	VEEV TC-83 Vero 10K pilot screen=0.6
C=CCN1C(=O)N(c2ccc(Cl)cc2)C(=O)C1CC(=O)Nc1ccc(F)cc1 (stereo unspecified)	5%	5.7%	-2%	-4%	-16%
CCOC(=O)Cc1ccc2sc(-c3ccccc3)nc2c1	?	2.7%	-10%	13%	-9%
Cc1cccc(NC(=O)C2(C)CC3c4ccccc4C2c2ccccc23)c1 (stereo unspecified)	15%	1.5%	-8%	-2%	1%
COc1ccc(CCn2c(O)c(C=Nc3cccc(F)c3)c(=O)[nH]c2=O)cc1OC	-5%	1.0%	.	1%	10%
COc1ccc2oc(C(=O)NCc3ccco3)c(C)c2c1	22%	4.0%	17%	-4%	-10%
COc1ccc(NC(=O)CSc2nncc(=O)n2N)cc1OC	-10%	0.3%	9%	-12%	3%
Cc1ccc(NC(=S)/N=C(\N)Nc2nc(C)c3ccccc3n2)cc1C	9%	7.1%	-2%	?	3%
Cc1cccc(NS(=O)(=O)c2ccc([N+](=O)[O-])cc2)n1	-3%	i	0%	2%	5%
Cc1ccc(C)c(OCC(=O)N2CCN(Cc3ccc4c(c3)OCO4)CC2)c1	20%	i	8%	8%	10%
CCOc1ccc(CC(C(N)=O)C(N)=O)cc1CN(C)C	7%	i	-9%	-3%	1%
CC1CCCCC12NC(=S)N(c1ccccc1)N2 (stereo unspecified)	-15%	0.3%	-1%	-10%	1%
CN1CCN(c2ccccc2NC(=O)c2ccc(OCc3ccccc3)cc2)CC1	74%	8.7%	8%	9%	18%
COc1ccc(N2CCN(C(=O)CCC(=O)N3Cc4ccccc4Oc4ncccc43)CC2)cc1	22%	i	12%	6%	-18%
COC(=O)C1=C(C)N(Cc2ccccc2)C(=NCc2ccccc2)N[C@H]1c1ccccc1	?	i	8%	29%	.
COc1ccc(C)cc1NC(=O)C(OC(=O)c1cnccn1)c1ccccc1 (stereo unspecified)	-10%	8.6%	-13%	1%	0%
COc1ccc(C2NC(=O)NC(C)=C2C(=O)OC2CCC(C)CC2)cc1 (stereo unspecified)	14%	3.3%	-8%	8%	0%
O=C(Nc1ccc(Br)cc1)c1ccccc1CC[N+](=O)[O-]	43%	5.4%	-15%	6%	4%
CC(=O)NNC(=O)CN1C(=O)CN=C(c2ccccc2)c2cc(Br)ccc21	-9%	1.5%	4%	-11%	13%
O=C(COC(=O)C1CCN(S(=O)(=O)c2ccc3c(c2)OCCO3)CC1)Nc1cc(C(F)(F)F)ccc1Cl	7%	0.9%	13%	-3%	-7%
C#Cc1ccc([C@@H]2C=C(C(=O)NCc3ccccc3)O[C@H](OCCCCO)C2)cc1	33%	1.3%	-5%	5%	-19%

Nothing new here: an excerpt of the list.
SMILES	M. tuberculosis	VEEV TC-83 Vero	influenza NS1A	M. tuberculosis HTS	PhoP GFP inhibition	others
CCOC(=O)c1c(NC(=O)c2noc(C)c2[N+](=O)[O-])sc(C(C)=O)c1C	12%	0.2%	-9%	-4%	-2%
Cc1cc(C)c2c(=O)[nH]c(SCC(=O)c3ccc(C(C)C)cc3)nc2n1	-9%	1.0%	-7%	-11%	-1%
CCOC(=O)N1CCC(NC(=O)C2CCN(S(=O)(=O)c3c(C)noc3C)CC2)CC1	2%	0.3%	-2%	8%	3%
O=C(NCc1ccc2c(c1)OCO2)C(=S)N1CCOCC1	-7%	0.2%	-9%	-3%	-5%

Next part
SMILES	M. tuberculosis	VEEV TC-83 Vero	influenza NS1A	M. tuberculosis HTS	PhoP GFP inhibition	others
COc1ccc(S(=O)(=O)NCCSC(C)(C)C)cc1	20%	i	-5%	-4%	-2%
Cc1ccc(-c2noc(CCCC(=O)NC3CCCC3)n2)cc1	53%	0.9%	3%	-6%	5%
CC(C)n1c(SCC(=O)c2ccc3c(c2)OCCO3)nc2c1c(=O)n(C)c(=O)n2C	-6%	.	.	2%	-1%
CCCOc1ccc(-c2c(C(=O)N/N=C/c3ccncc3)nnn2-c2nonc2N)cc1	0%	0.2%	-9%	-1%	2%

Rows were taken by chance, and some 1.6% of all compounds hit somewhere here.
